L929 necroptosis = L929 zVAD cell death inhibition; L929 zVAD necroptosis rescue, ATP luminescence, 24 h; with zVAD 60 µM; viability rescue, % at 10 µM; 220,000 compounds, 0.38% hits; AID 1377;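 active = activation, scaled between plate controls, above about 75%, limit read from the data; inactive = activation under that limit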;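 note: 0% = zVAD with DMSO and 100% = DMSO alone without zVAD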
Rad51 HR inh = blocks human Rad51 in homologous recombination; Q06609; hRad51 DNA strand exchange, fluorescence dequenching; inhibition, % at 10 µM; 200,000 compounds, 0.085% hits; AID 1385;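 active = inhibition above 40% at the single screening dose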;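 note: 0% = DMSO control wells and 100% = blanks with heterologous ssDNA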
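Test system: preformed human Rad51 ssDNA filaments. Compound dosing: single dose, 10 µM final compound. Incubation: filaments 15 min 37 °C, then compound 30 min. Technique: FRET fluorescence dequenching, excitation 485 nm, emission 520 nm. Read-out basis: percent inhibition from fluorescence, normalised to plate control and blank means. Benchmarks: plate controls and plate blanks.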
14-3-3 Bad PPI = disrupts binding of bovine 14-3-3 zeta to phospho-Bad peptide. 220,000 compounds, 0.71% hits. inhibition, % at 21.7 µM. TR-FRET 14-3-3zeta/Dy647-pBad peptide displacement, 1 h;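 active = inhibition above about 70%, limit read from the data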;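 note: 0% = full 14-3-3 plus peptide FRET controls and 100% = background without 14-3-3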
Target sequence (P63103 whole entry, looked up): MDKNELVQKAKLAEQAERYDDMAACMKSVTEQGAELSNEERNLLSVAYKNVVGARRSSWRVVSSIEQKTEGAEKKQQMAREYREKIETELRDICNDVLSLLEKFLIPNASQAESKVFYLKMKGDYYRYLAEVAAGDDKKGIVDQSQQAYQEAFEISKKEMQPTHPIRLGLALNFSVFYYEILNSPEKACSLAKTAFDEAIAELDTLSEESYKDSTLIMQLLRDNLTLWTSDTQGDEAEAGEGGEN
eIF4E-4G inh = inhibitors of eIF4E and eIF4G interaction in translation initiation; P63073+Q04637; TR-FRET eIF4E-eIF4GI(517-606) binding, 2 h; 220,000 compounds, 0.37% hits; AID 782; inhibition, % at 21.7 µM;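 active = inhibition above about 30%, limit read from the data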;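 note: 0% = full FRET control wells and 100% = background wells lacking eIF4GI fragment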
EP2 antag = blocks the human prostaglandin E2 receptor EP2; P43116; C6 glioma cells expressing human EP2, cAMP TR-FRET; cells stimulated with saturating PGE2; inhibition, % at 25 µM; 260,000 compounds, 0.52% hits;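 active = percent inhibition above 40 after rounding to a whole number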;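 note: rat C6 glioma host cells with rolipram phosphodiesterase inhibitor present; the protocol text gives 20 µM as final concentration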
Hck Nef HTS = blocks Nef-activated human Hck kinase | P08631 | Recombinant Hck-YEEI plus Nef, Z-Lyte FRET kinase assay | inhibition, % at 20 µM | 220,000 compounds, 0.68% hits;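 active = Hck-Nef kinase inhibition above about 50%, limit read from the data; inactive = inhibition below that limit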;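 note: 0% = DMSO with Hck plus Nef and 100% = Hck alone without Nef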
Target sequence (P08631 whole entry, looked up): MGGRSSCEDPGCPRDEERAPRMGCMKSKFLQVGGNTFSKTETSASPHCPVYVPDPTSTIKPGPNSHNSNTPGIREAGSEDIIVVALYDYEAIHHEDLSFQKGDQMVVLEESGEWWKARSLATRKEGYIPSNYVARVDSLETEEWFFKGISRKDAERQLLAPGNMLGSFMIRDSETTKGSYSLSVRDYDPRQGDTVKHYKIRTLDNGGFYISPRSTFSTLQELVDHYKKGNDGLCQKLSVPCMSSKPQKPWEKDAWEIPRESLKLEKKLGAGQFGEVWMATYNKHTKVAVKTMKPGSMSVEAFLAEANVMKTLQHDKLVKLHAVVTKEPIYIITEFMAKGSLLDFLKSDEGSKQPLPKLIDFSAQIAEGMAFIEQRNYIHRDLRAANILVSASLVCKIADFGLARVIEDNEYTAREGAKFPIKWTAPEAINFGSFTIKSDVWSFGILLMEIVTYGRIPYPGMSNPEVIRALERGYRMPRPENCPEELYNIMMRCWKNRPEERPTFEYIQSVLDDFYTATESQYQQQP
TbHK1 inh = T. brucei hexokinase 1 inhibition; 220,000 compounds, 0.11% hits; recombinant TbHK1, G6PDH-coupled NADH A340; AID 1430; inhibition, % at 10 µM;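 active = inhibition of 50% or more in the single-dose primary screen; inactive = inhibition below 50%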
Calpain2 inh = inhibitors of pig calpain II. purified calpain II, fluorogenic peptide substrate, 30 min. inhibition, % at 16 µM. 220,000 compounds, 0.37% hits;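 active = inhibition above about 50%, limit read from the data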
EP2 modulator = modulators of human EP2 prostaglandin E2 receptor. EP2-expressing cells, cAMP HTRF FRET, PGE2 co-stimulation. induction, % at 25 µM. 260,000 compounds, 0.83% hits;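 active = compounds whose cAMP rise, as percent of the full-agonist control response, exceeds 60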;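 note: rat C6 glioma line stably carrying human EP2 under a CMV promoter; the protocol text gives 20 µM as final concentration; 100% = response of wells given 1 µM PGE2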
Starred values were filed as active, the others as inactive; x = not tested or not shown; [ ] = remark or other dose. The list is partial. The share of hits here may be higher or lower than overall.

Order of values – L929 necroptosis, Rad51 HR inh, 14-3-3 Bad PPI, eIF4E-4G inh, EP2 antag, Hck Nef HTS, TbHK1 inh, Calpain2 inh, EP2 modulator
CN(Cc1c(F)cccc1Cl)c1nnnn1-c1ccccc1
  0.8, 1, 1, -12, 5, 0, 0, 14, 14
CCc1nc(N)c(C#N)c(-c2ccco2)c1C
  x, x, -1, -3, 8, 0, -8, -21, 17
Cn1c(C(=O)NCCN2CCOCC2)cc2c(=O)n(C)c3ccccc3c21
  54, 0, 1, -1, 6, 2, -3, -28, 11
COc1ccc(CCn2c(C)nc3c(c(=O)c4ccccc4n3C)c2=O)cc1
  3.3, 0, 8, 3, 4, 2, -6, 20, 7
COc1ccc2cc(C(=O)Nc3ccc(F)cc3)sc(=O)c2c1OC
  0.6, -3, 11, -15, 10, 1, -2, -42, 10
CCOC(=O)c1ccc(-n2c(C)nc3ccc(Br)cc3c2=O)cc1
  -0.3, 11, -2, -5, 5, 15, -4, 30, -1
CCc1cc(=O)oc2cc(OS(C)(=O)=O)ccc12
  0.8, 1, x, x, 14, 7, 0, x, x
CC1(C)CN2C(=S)N(c3ccccc3)C(c3ccccc3)N2C1 (stereo not given)
  1.1, 0, -2, 0, 15, 1, -5, 22, -10
COCCCNc1nc2nonc2nc1N1CCN2CCCC2C1 (stereo not given)
  0.2, x, 1, 5, 10, -4, -49, -9, 20
Cc1cccc(N2CCN(S(=O)(=O)c3ccc4c(c3)CCC(=O)N4)CC2C)c1 (stereo not given)
  0.1, x, -14, -2, 8, 1, -6, -7, -33
COc1ccccc1-c1noc(CCC(=O)Nc2cc(C(F)(F)F)ccc2Cl)n1
  0.1, 2, 8, 2, 0, 1, 6, -28, -16
CC1Oc2ccccc2OC1C(=O)Nc1ccccn1 (stereo not given)
  -0.1, -7, -16, -1, 10, 13, 9, -8, -9
COc1ccc(C(=O)NCCSCc2ccccc2)cc1OC
  11, 7, -11, -2, 8, 2, 6, -19, -37
CCOC(=O)c1ccc(-c2cc(C)no2)[nH]1
  1.0, 3, -12, 5[fluorescence artefact?], 1, 5, -1, 24, -6
Cc1cc(NC(=O)CSc2nc3ccsc3c(=O)n2CCCCC(=O)O)no1
  2.8, 1, -1[fluorescence artefact?], 5[fluorescence artefact?], 1, 0, 0, 7, 30
CCOC(=O)n1c(=O)[nH]c2ccc(Br)cc21
  2.8, -4, -13, -1, 3, 20, 2, -13, -13
NC(=O)c1ccc(N=C2C(=O)Nc3ccc([N+](=O)[O-])cc32)cc1
  1.6, 16, -15, 7, 3, 31, -2, 21, -19
COc1ccc(-c2coc3cc(O)cc(O)c3c2=O)cc1OC
  -0.7, -11, -2, 4, 3, -11, -10, -1, -22
CCOC(=O)Cc1nn[nH]n1
  0.5, 5, -6, 4, 6, 11, 2, -6, 10
CCOC(=O)c1c(NC(=S)N2CCOCC2)sc(C)c1C
  -0.4, -4, 0, -2, 5, 13, -22, 0, 31
COC(=O)c1ccsc1-n1cc(C#N)c(=O)n(C)c1=O
  -0.5, 4, -11, -1, 3, 12, -2, -14, 15
COc1ccc(Br)cc1[C@H]1[C@H]2C=CC[C@@H](C)[C@@H]2C(=O)N1Cc1ccccc1
  0.4, 0, 1, 2, 10, 12, -3, 36, 25
O=C(Cc1cccc2ccccc12)NCC1CCCO1 (stereo not given)
  -0.5, -4, 0, 0, 20, 0, 7, 4, 7
Cc1nc([N+](=O)[O-])c(C(=O)OCc2cccc(Br)c2)n1C
  -0.8, 3, 4, 1, 15, 27, -7, 17, -19
Cc1ccn2c(NC(=O)C(C)(C)Oc3ccc(Cl)cc3)c(-c3cccs3)nc2c1
  0.8, -4, 5, 0, 24, 0, -15, -45, -14
O=C(NC1CCCCC1)C1CCN(S(=O)(=O)c2cccs2)CC1
  0.7, -8, 9, 0[fluorescence artefact?], 9, 1, 3, -15, 19
CCC1(CC)Nc2ccccc2C(=O)N1c1ccc(OC)cc1
  0.3, 1, 2, 2, 6, 11, -16, -350, 0
COc1cccc(C2=NOC(C(=O)Nc3cc(OC)c(OC)c(OC)c3)C2)c1 (stereo not given)
  0.2, -4, 11, -3[fluorescence artefact?], 7, 4, 65*, -10, -50
COc1cccc2[nH]c3c(N4CCC(C)CC4)ncnc3c12
  7.2, -2, -8[fluorescence artefact?], -20[fluorescence artefact?], 6, 7, -26, -333, 80*
CCN(C(=O)COc1cc(=O)n(C)c2ccccc12)c1cccc(Cl)c1
  -0.1, -2, -2, 2, 10, 3, 4, -2, -19

Next part, starting with the last two of the part before.
Order of values – L929 necroptosis, Rad51 HR inh, 14-3-3 Bad PPI, eIF4E-4G inh, EP2 antag, Hck Nef HTS, TbHK1 inh, Calpain2 inh, EP2 modulator
COc1cccc2[nH]c3c(N4CCC(C)CC4)ncnc3c12
  7.2, -2, -8[fluorescence artefact?], -20[fluorescence artefact?], 6, 7, -26, -333, 80*
CCN(C(=O)COc1cc(=O)n(C)c2ccccc12)c1cccc(Cl)c1
  -0.1, -2, -2, 2, 10, 3, 4, -2, -19
CC(C)Cc1oc(C(=O)O)cc1CN1CCOCC1
  1.1, 14, 2, 0, 7, 19, -5, -27, 29
CC1(C)Cc2c(C#N)c(SCCC#N)nc(N3CCOCC3)c2CS1
  -0.6, -1, -6, -5, -1, -13, -2, 11, 53
O=C(CSc1nc2scc(-c3ccco3)c2c(=O)n1-c1ccccc1)NCC1CCCO1 (stereo not given)
  0.6, 5, -5, 6, 8, -1, -8, -104, -3
CCCn1c(NC(=O)C2COc3ccccc3O2)nc2ccccc21 (stereo not given)
  -0.4, -10, -3, 2[fluorescence artefact?], 13, 1, -2, 6, -4
Cc1cc(NC(=O)CS(=O)(=O)c2cn(C)c3ccccc23)no1
  2.4, -2, 12, -4, 12, 20, 3, -10, -8
CN(C)S(=O)(=O)c1ccc(Cl)c(C(=O)Nc2ccccc2[N+](=O)[O-])c1
  0.1, 2, -9, -6[fluorescence artefact?], 3, 3, 31, 17, 6
COC(=O)c1ccc(C(=O)OC)c(NC(=S)N2CCOCC2)c1
  2.2, 8, 0, 2, 10, 7, -15, -17, 0
CCOC(=O)C1=C(C)N=C2c3ccccc3C(=O)C2C1c1ccc(Br)cc1 (stereo not given)
  -0.2, x, -19, -3, 20, 1, 20, -7, -29
Cc1oc(-c2ccccc2Cl)nc1CSCC(=O)NC1CC1
  1.8, 3, -3[fluorescence artefact?], -15, 3, -1, -3, 2, 16
CC(=O)Nc1cccc(C(=O)Nc2ccccc2N2CCOCC2)c1
  -0.5, -3, 5[fluorescence artefact?], 1[fluorescence artefact?], -2, 0, -3, 25, -7

Records listed so far shown as hits in EP2 modulator:
Structure | 14-3-3 Bad PPI | eIF4E-4G inh | Hck Nef HTS | TbHK1 inh | Calpain2 inh | EP2 modulator
COc1cccc2[nH]c3c(N4CCC(C)CC4)ncnc3c12 | -8[fluorescence artefact?] | -20[fluorescence artefact?] | 7 | -26 | -333 | 80*

The listing continues:
Order of values – L929 necroptosis, Rad51 HR inh, 14-3-3 Bad PPI, eIF4E-4G inh, EP2 antag, Hck Nef HTS, TbHK1 inh, Calpain2 inh, EP2 modulator
CCC(O)(CC)C(=O)NN(C(=O)CCl)c1ccccc1
  1.8, 9, -11, 0[fluorescence artefact?], 8, 4, -3, -8, -12
Cc1cc(Nc2ccc(F)cc2F)n2ncnc2n1
  x, x, -2, 8, 9, -8, -1, -15, 22
O=C1/C(=C\c2ccc3c(c2)OCO3)CCC/C1=C/c1ccc2c(c1)OCO2
  1.4, x, 3, 9, x, 2, -18, -34, 7
COc1cc(C(=O)NCCOc2cccc3cccnc23)cc(OC)c1OC
  12, -5, -9, 3, 7, 26, -3, -20, -54
O=C(N/C(=C\c1ccccc1Cl)C(=O)N1CCOCC1)c1ccc([N+](=O)[O-])cc1
  0.1, -3, -8, 2, 4, 31, -8, 17, 19
Cc1[nH]c(=O)[nH]c(=O)c1/C=C/C(=O)OCC(C)C
  0.3, -6, -3, 5[fluorescence artefact?], 5, 1, -17, 9, 17
CCCOC(=O)c1c(NC(=O)/C=C/c2cnn(C)c2C)sc(C(=O)OC)c1C
  0.1, 8, 3, 1, 11, 0, -11, -314, 13
CSc1oc(-c2ccccc2)nc1S(=O)(=O)c1ccc(F)cc1
  0.2, -3, -6, 3, 7, -8, -2, 2, 53
CCOC(=O)CNC(=O)Cc1ccc(Cl)cc1
  1.3, 7, -3, -2, 10, 10, -3, -24, 9
CCOC(=O)C1(Cc2ccc(Cl)cc2)CCN(C(=O)c2sc(C)nc2C)CC1
  -0.6, 6, -9, 0, 5, 20, -8, -26, -29
Cc1ccc(SCC(=O)N(C)C2CCS(=O)(=O)C2)cc1 (stereo not given)
  1.4, 10, 4, -2, 9, 2, 1, -30, 17
Cc1cc(C)n(-c2nc(NCCCO)c3c4c(sc3n2)CCCC4)n1
  2.8, 0, -1, 2[fluorescence artefact?], 13, 2, 18, -100, -5
O=c1[nH]c(SCc2ccccc2Cl)nc2c1CCC2
  0.0, 0, -4, 9, 8, 0, 1, 19, 18
CCCc1cc(=O)[nH]c(Nc2ccc3c(c2)OCCO3)n1
  0.4, 34, -11, 2, 2, 9, 1, -1, 9
Cn1cc(CN2C[C@H]3CC[C@H]2C3)c(-c2ccccc2F)n1
  -0.1, 1, -4, -1, 0, 17, -5, -19, 3
COCCCn1c(=NC(C)=O)c(C#N)cc2c(=O)n3cccc(C)c3nc21
  -1.5, x, 4, 6, 4, 39, -9, -321, 11
COc1cc2[nH]c(=O)n(CCC(=O)N3CCN(Cc4ccc5c(c4)OCO5)CC3)c(=O)c2cc1OC
  3.0, 19, 3, -6, 9, 19, -6, 8, -26
C=CCSc1nc(O)c(CC)c(=O)n1C(C)CC (stereo not given)
  2.3, x, -17, -9, 7, -2, 7, -3, 22
O=C(CS(=O)(=O)Cc1ccccc1)N1CCN(Cc2ccc3c(c2)OCO3)CC1
  -0.5, 8, -11, -7, 10, 1, 2, 21, -13
CCOC(=O)C1CCCN(C(=S)Nc2cc(C)cc(C)c2)C1 (stereo not given)
  0.2, -3, 5, -1, 5, -3, 1, -10, 2
COc1cccc(-c2csc3nc[nH]c(=O)c23)c1
  -0.6, -2, -5, -6, 6, 3, 6, -9, -23
O=C(CCN1C(=O)c2ccccc2C1=O)C1=NN[C@@H]2C(=O)N(c3ccc4c(c3)OCCO4)C(=O)[C@H]12
  0.0, -10, 0, 0, 7, 2, -17, 22, 13

Bioassay records as filed in PubChem.
